# Screens as filed in PubChem.
# Rev-RRE block – HIV Rev-RRE protein-RNA interaction inhibition | P05866 | Rev peptide-RRE RNA binding, FRET | 97,000 compounds, 0.79% hits | AID 704 | inhibition, % at 8 µM;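 active = inhibition above the screen-wide mean plus 3 SD, cut at about 35% in these data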;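 also: 0% = median DMSO wells and 100% = median Neomycin B control wells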
# Target sequence (P05866 whole entry, looked up): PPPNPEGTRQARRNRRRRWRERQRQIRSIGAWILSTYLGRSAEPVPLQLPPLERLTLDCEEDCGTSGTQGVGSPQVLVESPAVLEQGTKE
#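 Test system – labelled RRE RNA duplex and labelled Rev peptide · Signal – fluorescein-to-Cy5 FRET, 480 nm excitation · Evaluation – % inhibition of FRET ratio versus controls · Benchmarks – DMSO low control, neomycin B high control · Incubation – 5 min RNA-compound premix plus 15 min binding step, 25 °C · Medium – HEPES pH 7.5 salt buffer with EDTA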
# MT1-MMP txn act – activates MT1-MMP transcription | HT1080 MT1-MMP promoter luciferase reporter, luminescence, overnight; active compounds read high | activation factor at 10 µM | 86,000 compounds, 0.16% hits | AID 750;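 active = activation factor of at least 2 for MT1-MMP transcription at 10 µM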
# S1P2 ag – S1P2 (human) receptor agonism. S1P2-expressing cell line, agonist reporter read-out. O95136. 97,000 compounds, 0.46% hits. AID 729. activation, % at 4.5 µM; in the data active = activation above about 16%;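 also: 0% = vehicle low control and 100% = maximal reference agonist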
# Target sequence (O95136 whole entry, looked up): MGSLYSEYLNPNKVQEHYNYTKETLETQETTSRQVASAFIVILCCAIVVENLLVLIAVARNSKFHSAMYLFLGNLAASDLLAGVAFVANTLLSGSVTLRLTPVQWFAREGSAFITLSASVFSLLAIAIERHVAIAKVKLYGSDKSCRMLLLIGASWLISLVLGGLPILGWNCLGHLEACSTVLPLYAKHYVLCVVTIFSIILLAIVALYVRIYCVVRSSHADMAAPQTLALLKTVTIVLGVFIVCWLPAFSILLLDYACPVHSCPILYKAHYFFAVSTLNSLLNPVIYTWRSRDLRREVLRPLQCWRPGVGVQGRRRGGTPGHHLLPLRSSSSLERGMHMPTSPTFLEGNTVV
# S1P2 antag – antagonists of human S1P2 receptor; cell-based S1P2 antagonist assay, inhibition at 5 uM; inhibition, % at 5 µM; 97,000 compounds, 0.21% hits; AID 736; in the data active = inhibition above about 45%;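 also: CRE beta-lactamase reporter cells expressing human S1P2 stimulated with S1P; 0% = agonist at EC80 alone and 100% = agonist plus reference antagonist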
# EphB4 antag – EphB4-ephrin-B2 interaction antagonism; inhibition, % at 7 µM; P54760; 97,000 compounds, 0.15% hits; AID 720; EphB4 LBD / TNYL-RAW-Alexa532 peptide, fluorescence polarization;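 active = inhibition above the screen-wide mean inhibition plus 3 SD, cut at about 15% in these data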;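 also: 0% = DMSO wells and 100% = excess unlabeled TNYL-RAW peptide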
# PLK1 inh – blocks human PLK1 kinase activity; P53350; recombinant PLK1 kinase, TR-FRET peptide phosphorylation; inhibition, % at 10 µM; 97,000 compounds, 0.53% hits;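 active = inhibition of 50% or more in the single-concentration screen; inactive = inhibition below 50%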;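 also: 0% = DMSO max control and 100% = H-89 dihydrochloride min control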
# FAK inh – FAK (human) kinase inhibition. 97,000 compounds, 0.84% hits. biochemical FAK kinase activity assay. inhibition, %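 (tested at 7 µM)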. Q05397; in the data active = inhibition above about 19%;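 also: 0% = DMSO and 100% = reference compound high control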
# PLAP activator – activates human placental alkaline phosphatase; activation fold at 20 µM; purified PLAP enzyme, luminescent substrate read-out; active compounds read high; 96,000 compounds, 1.2% hits; AID 696; P05187; in the data active = activation fold above about 2
# Target sequence (P05187 whole entry, looked up): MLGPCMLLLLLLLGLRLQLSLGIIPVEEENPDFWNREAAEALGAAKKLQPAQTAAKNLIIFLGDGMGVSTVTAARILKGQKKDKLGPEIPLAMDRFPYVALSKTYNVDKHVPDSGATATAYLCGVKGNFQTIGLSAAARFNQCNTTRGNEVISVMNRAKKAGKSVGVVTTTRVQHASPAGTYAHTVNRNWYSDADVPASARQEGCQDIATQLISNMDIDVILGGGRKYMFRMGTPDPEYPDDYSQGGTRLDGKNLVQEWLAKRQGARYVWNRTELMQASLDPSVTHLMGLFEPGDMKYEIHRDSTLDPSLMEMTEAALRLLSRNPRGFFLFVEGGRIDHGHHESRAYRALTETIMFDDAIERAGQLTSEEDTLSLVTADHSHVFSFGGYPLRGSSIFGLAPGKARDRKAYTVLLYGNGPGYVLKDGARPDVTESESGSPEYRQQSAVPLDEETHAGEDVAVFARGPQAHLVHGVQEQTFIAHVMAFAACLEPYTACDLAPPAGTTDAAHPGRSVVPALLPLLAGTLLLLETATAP
# PLK1 PBD inh – Plk1 (human) PBD binding inhibition. P53350. Plk1 PBD phosphopeptide binding, fluorescence polarization. inhibition, %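 (tested at about 20 µM)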. 97,000 compounds, 0.13% hits. AID 693; in the data active = inhibition above about 34%, passing the limit was not always enough
# Starred values were filed as active, the others as inactive; x = no result given.
smiles,Rev-RRE block,MT1-MMP txn act,S1P2 ag,S1P2 antag,EphB4 antag,PLK1 inh,FAK inh,PLAP activator,PLK1 PBD inh
COCCN(CC(=O)Nc1ccccc1)S(=O)(=O)c1ccc(S(=O)(=O)N2CCCC2)cc1,4,1.3,-3,6,9,16,2,0.8,-5
C=CCn1c(=O)c2c3c(sc2n2c(Nc4ccc(C(=O)OCC)cc4)nnc12)CCCC3,6,1.1,-2,-28,-3,-2,-2,1.6,2
Cc1ccccc1-c1cc(C(=O)Nc2sc(C)c(C)c2C(N)=O)c2ccccc2n1,13,x,17*,-41,-2,-7,2,1.5,22
O=C(Nc1ncnc2sc3c(c12)CCCCC3)c1ccccc1,4,1.1,-3,-13,3,-14,5,1,-9
CCSc1nc(N2CCCCC2)c2c(c1C#N)CCCC2,21,1,-6,16,-3,-23,3,0.7,-22
CC(C)COP(=O)(c1ccc(N(C)C)cc1)C(O)c1ccncc1 (stereo unspecified),6,1.1,-4,-5,-4,-8,-4,1.4,-7
Cc1nnc(OC(C)C)c2nn(-c3ccccc3F)c(C)c12,9,x,-1,-1,-2,-11,1,1,-29
COC(=O)C1=NN(C(=O)c2ccc(Cl)cc2)C(O)(c2ccccc2)C1 (stereo unspecified),15,x,-2,10,0,-19,8,1.7,-2
COc1ccc(CC(=O)NC2CCN(CC(=O)N3CCCc4ccccc43)CC2)cc1OC,7,0.9,-2,22,0,-9,6,1.5,-5
CCOCCCNS(=O)(=O)Cc1ccccc1,1,1.1,-3,7,0,-11,-1,1,21
CN(C)c1nc(Oc2ccc(=O)[nH]n2)nc(N2CCOCC2)n1,1,1.1,-5,11,-4,-18,-2,0.8,-4
O=S(=O)(c1ccc2nc(COc3ccc(Cl)cc3Cl)[nH]c2c1)N1CCOCC1,6,1.2,-7,29,0,-5,13,1.7,3
CCCC(=O)Nc1ccc(Cl)c(NC(=O)c2cccnc2)c1,4,1,-4,-4,1,-4,0,0.9,-7
Cc1ccc(S(=O)(=O)c2c(COC(=O)c3ccc(Cl)cc3)c(-c3ccccc3)nn2C)cc1,73*,1.1,-4,-17,-3,1,-1,0.9,-3
Cc1cccc(-n2nnc(C(=O)NCc3ccco3)c2N)c1,-1,1.1,-10,1,-4,-10,1,0.9,-33

# (cont.)
smiles,Rev-RRE block,MT1-MMP txn act,S1P2 ag,S1P2 antag,EphB4 antag,PLK1 inh,FAK inh,PLAP activator,PLK1 PBD inh
CCOC(=O)c1sc(NC(=O)c2cc(-c3ccccc3C)nc3ccccc23)c(C#N)c1C,10,x,-5,-19,8,-5,-5,1.7,4
NNC(=O)CNC(=O)c1ccccc1F,7,x,-7,-18,-2,-6,-1,1,10
O=C(O)c1cn(C2CC2)c2cc(N3CCOCC3)c(F)cc2c1=O,-2,1.1,-4,3,9,-2,1,x,-20
CC12CCC(c3c(C(=O)O)nn(-c4ccc(F)cc4)c31)C2(C)C (stereo unspecified),-1,1.1,1,-5,0,-18,-1,1.2,7
Cc1c(C(=O)CN2CCOCC2)[nH]c2ccccc12,3,1.3,-6,9,-6,-18,-1,0.9,-11
COC(=O)c1sc2ncccc2c1OCc1ccc(Cl)cc1,5,x,-3,-4,-2,-5,2,1,6
O=C(CN(C(=O)CSc1nc2ccccc2o1)c1ccccc1)NC1CCCCC1,9,x,-7,20,-4,-8,9,0.9,0
Cc1onc(-c2ccccc2)c1C(=O)N1CCN(C/C=C/c2ccccc2)CC1,3,1.1,-5,7,7,-12,-1,1.7,-16
CC(=O)Nc1ccc(S(=O)(=O)Nc2nnc(C(C)(C)C)s2)cc1,4,x,-3,-42,-1,-4,-3,1.2,-24
CC1CCCN(c2nc3ccccc3nc2C(C#N)S(=O)(=O)c2cccs2)C1 (stereo unspecified),15,0.8,-4,-5,3,-25,-2,1.4,-27
CC(C)[C@H](NC(=O)Nc1ccc(S(N)(=O)=O)cc1)C(=O)O,-4,1.1,-6,-17,0,-9,-2,0.9,10
CC(C)c1ccc(N2CCN(C(=O)c3ccccc3NC(=O)/C=C(\C(=O)O)c3ccccc3)CC2)cc1,-4,x,-4,-11,-2,-11,-1,1.8,-16
O=C(c1ccccc1-c1ccccc1)N1CCCC1,4,1.1,0,-17,-5,-8,-1,1,-2
O=C(O)c1cc(S(=O)(=O)O)ccc1O,9,1.2,-8,23,2,-17,6,1.1,19
CC(Cl)C(=O)NNc1cccc(Cl)n1 (stereo unspecified),6,x,-4,-5,-10,-7,0,1.2,15

# (cont.)
smiles,Rev-RRE block,MT1-MMP txn act,S1P2 ag,S1P2 antag,EphB4 antag,PLK1 inh,FAK inh,PLAP activator,PLK1 PBD inh
Cc1cc(NC(=O)c2cc(-c3ccc4c(c3)OCO4)on2)n(-c2ccccc2)n1,1,1.5,-1,4,1,-16,9,0.9,0
Nc1ccc(C(=O)c2ccc3c(c2)OCCO3)cc1N,11,1.5,0,0,-1,-5,-5,x,21
N#C/C(=C\c1cc(Cl)ccc1O)C(=O)NC1CCCCC1,3,x,-3,-1,-4,4,-1,0.8,-14
CCCC(=O)Nc1cc(=O)n(C)c(=O)n1C,-1,1.1,-6,2,-12,-2,0,0.9,-15
COC(=O)C(Cc1ccc(O)cc1)NC(=O)CCC(=O)Nc1ccc(S(N)(=O)=O)cc1 (stereo unspecified),5,1.1,-1,22,-3,-2,0,0.8,14
Cc1n[nH]c(=O)nc1NCCN(C)C,8,1.1,-7,9,1,-4,3,0.8,-14
CCOC(=O)Nc1nnc(-c2ccc(OC)cc2)s1,9,1.2,1,-16,-10,-9,2,1.4,25
O=C(O)c1cc(-c2ccccc2)n[nH]1,8,1.2,-6,-30,0,-9,-2,x,-14
Cc1cc(N2CCOCC2)nc2ccccc12,0,1.5,-6,11,2,-10,4,x,-12
Cc1cc(C(F)(F)F)c(C#N)c(SCC(=O)NC2CC2)n1,3,1.3,-9,3,-5,-8,3,0.9,-6
CCOc1ccc(N=Cc2c(O)cc(C)oc2=O)cc1,4,1,-4,-6,-4,-12,1,1,10
CCOC(=O)N1CC=C2C(C#N)=C(N)C(C#N)(C#N)[C@H](c3ccsc3)[C@H]2C1,22,1.1,-1,11,-4,-11,-2,1.1,-22
COc1ccc(OC)c(NC(=O)CCN2CC(C)OC(C)C2)c1 (stereo unspecified),6,1,-9,-5,-5,4,-1,0.8,3
O=C(c1ccccc1S(=O)(=O)NCC(O)COc1ccc([N+](=O)[O-])cc1)N1CCCCC1 (stereo unspecified),5,1.2,-8,3,0,-1,2,1.3,-4
COCCCNC(=O)c1cc(OC)c(OC)c(OC)c1,6,1.2,-4,8,5,-7,-1,0.8,0

# Next section.
smiles,Rev-RRE block,MT1-MMP txn act,S1P2 ag,S1P2 antag,EphB4 antag,PLK1 inh,FAK inh,PLAP activator,PLK1 PBD inh
Cc1oc(-c2ccc(Cl)cc2)nc1CS(=O)CC(=O)NCCN1CCCC1 (stereo unspecified),-2,1.1,-2,-4,-3,60*,2,1.5,-2
O=C(c1cccs1)N1CCN(C(=O)N2CCOCC2)CC1,8,1.1,-1,13,1,-8,-5,0.8,1
COc1cc2nc(NCC3CCCO3)n3nc(-c4cccnc4)nc3c2cc1OC (stereo unspecified),2,1,2,-13,3,-7,3,2*,-17
O=C1/C(=C/c2cccnc2)Oc2cc(OS(=O)(=O)c3ccccc3)ccc21,5,1.2,-4,3,0,-1,-2,1.2,11
Cc1ccc2[nH]c(=O)c(-c3nc4c(C)cccn4c3NCc3ccco3)cc2c1,3,1.1,12,3,2,-15,16,0.9,11
O=C(O)CCCCCN1C(=O)CSC1=S,5,1.1,-7,9,-2,-11,2,1.1,24
Cc1ccccc1NC(=O)C(NS(=O)(=O)c1ccc2c(c1)c(=O)n(C)c(=O)n2C)c1ccccc1 (stereo unspecified),-1,x,-2,14,-4,5,-3,1.5,2
CCOC(=O)c1cnn(-c2ccccc2)c1-n1cccc1,6,1.2,-2,-6,2,-5,0,0.9,-16
CCOc1ccc(-c2nnc(SCC(=O)N3CCOCC3)o2)cc1,1,1.4,0,3,5,-8,-1,1,30
CCOC(=O)c1cc2sccc2n1CC(=O)Nc1ccc(OC)cc1,1,1.1,-6,-14,-12,-3,-8,0.9,-6
N#Cc1cc2c(nc1SCc1nc3ccccc3[nH]1)CCC2,0,0.8,0,14,-5,-3,12,2.1*,-16
CCOC(=O)c1c(NC(=O)c2csc(C)c2)sc(C(C)=O)c1C,9,0.9,-3,4,1,-12,-1,x,-19
COc1ccccc1NC(=O)CN1CCN(c2ccccn2)CC1,3,1.2,-6,2,3,-7,0,x,-22
O=C(Nc1ccc(Cl)cc1)OCCn1nnnc1C(c1ccccc1Cl)N1CCOCC1 (stereo unspecified),15,1.2,-3,28,11,-8,5,1.5,9
Cc1ccc(C)c(N(C)C(=O)COc2cc(=O)n(C)c3ccccc23)c1,4,1,-2,9,-7,-6,-3,1.3,-1

# Records listed above that bear a hit mark in PLAP activator.
smiles,Rev-RRE block,MT1-MMP txn act,S1P2 ag,S1P2 antag,EphB4 antag,PLK1 inh,FAK inh,PLAP activator,PLK1 PBD inh
COc1cc2nc(NCC3CCCO3)n3nc(-c4cccnc4)nc3c2cc1OC (stereo unspecified),2,1,2,-13,3,-7,3,2*,-17
N#Cc1cc2c(nc1SCc1nc3ccccc3[nH]1)CCC2,0,0.8,0,14,-5,-3,12,2.1*,-16

# Following part.
smiles,Rev-RRE block,MT1-MMP txn act,S1P2 ag,S1P2 antag,EphB4 antag,PLK1 inh,FAK inh,PLAP activator,PLK1 PBD inh
CCOC(=O)c1sc(/N=C/Nc2nc(C)c(C(=O)OCC)s2)nc1C,8,1,0,1,-1,-3,-3,1.3,11
CCOC(=O)c1c(NC(=O)CN2CCCCC2)sc2c1CCN(C(=O)OCC)C2,7,1.2,1,-14,4,4,4,1.5,-20
O=C(Nc1cccc(OC(=O)c2ccco2)c1)c1ccco1,5,1.3,-5,6,-1,3,-2,1.1,-28
COc1ccc(C(=O)CSc2nnc(-c3cnccn3)n2Cc2ccco2)cc1,6,1.1,-5,-17,-9,-10,1,1.3,-16
Cc1ccc(NC(=S)N2CCC(c3nc4ccccc4s3)CC2)cc1,-3,x,-7,13,6,-6,0,1.4,-2
Cc1cc(C)cc(Oc2nc(C(F)(F)F)nc3ccccc23)c1,21,x,18*,-33,-3,-5,5,1.1,9
O=C(C1CCCCN1S(=O)(=O)c1ccc(F)cc1)N1CCN(c2ccccc2F)CC1 (stereo unspecified),9,1.1,-4,14,-3,-8,-1,1.5,-8
COc1ccc(NC(=O)c2ccccc2NC(=O)NC2CCCCC2)cc1,1,1.1,-8,7,-4,-11,-6,0.9,19
CC1CCCCN1Cc1ccc(-c2nnn(CC(=O)NC3CCCCC3)n2)cc1 (stereo unspecified),0,1.2,-6,-5,3,-6,-2,x,-7
Cc1[nH][nH]c(=O)c1C(c1ccc(-c2ccc(Cl)cc2Cl)o1)c1c(C)[nH][nH]c1=O,-1,x,-2,-19,5,-6,4,2.7*,2
COc1ccc(F)cc1S(=O)(=O)n1cc(C)nc1-c1ccccc1,10,1.1,-9,1,0,-10,4,0.8,-14
CCOC(=O)c1sc(NC(=O)c2cc3c(s2)CCC(C)C3)nc1C (stereo unspecified),-4,0.7,-4,-18,0,-14,0,1,5
CC(C)N(CCNC(=O)c1cn(C)c2ccc(S(=O)(=O)N(C)C)cc2c1=O)Cc1ccccc1,13,1.1,-1,0,1,59*,2,1.5,-2
COc1cccc(C(c2nnnn2C(C)(C)C)N2CCN(C3CCCCC3)CC2)c1OC (stereo unspecified),-4,1,-8,1,1,6,3,1.6,-20
COc1cc(S(=O)(=O)NC2CCCC2)ccc1Cl,6,1.1,-1,-5,-9,-11,-1,0.7,-6
COCCCNC(=O)CN(Cc1ccc(Cl)cc1)S(C)(=O)=O,10,1.1,-8,-23,10,0,1,1.4,-10

# Complete entries, looked up by structure. Order of values: Rev-RRE block	MT1-MMP txn act	S1P2 ag	S1P2 antag	EphB4 antag	PLK1 inh	FAK inh	PLAP activator	PLK1 PBD inh
# `Cc1cc(C)cc(Oc2nc(C(F)(F)F)nc3ccccc23)c1` is listed with 21	x	18*	-33	-3	-5	5	1.1	9
# `O=C(Nc1cccc(OC(=O)c2ccco2)c1)c1ccco1` is listed with 5	1.3	-5	6	-1	3	-2	1.1	-28
